TDP1 cell noCPT: qHTS for Inhibitors of human tyrosyl-DNA phosphodiesterase 1 (TDP1): qHTS in cells in absence of CPT; DT40 Tdp1-/- hTDP1 cells, no CPT, ATP luminescence, 48 h; Potency, µM (top dose mostly 46.2 µM), inactives show at the top dose activity change, negative = growth inhibition, most hits filed as inhibitors; 420,000 tested, 15% active; AID 686978, 2013; further: nearly all actives have a fitted effect of over 55% in size
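Stably hTDP1-transfected Tdp1-null chicken DT40 cells were treated with library compounds minus camptothecin and grown for at least 48 hr at 37 °C, after which cellular ATP was quantified by luminescence.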
DT40 TDP1 CPT: qHTS for Inhibitors of human tyrosyl-DNA phosphodiesterase 1 (TDP1): qHTS in cells in presence of CPT; AID 686979, 2013; chicken DT40 Tdp1-/-;hTDP1 cells + 20 nM CPT, ATP luminescence, 48 h; 420,000 tested, 12% active; Potency, µM (top dose mostly 46.2 µM), inactives show at the highest dose activity change, negative = growth inhibition, actives largely listed as inhibitors; further: nearly all actives have a fitted effect of over 55% in size
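Chicken DT40 Tdp1-/- cells complemented with human TDP1, 400 cells/well, exposed to compounds plus 20 nM camptothecin for at least 48 h at 37 C; viability read as ATP content by CellTiter-Glo luminescence.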
KAT2A inh: qHTS Assay for Inhibitors of GCN5L2. Potency, µM (top dose mostly 58.9 µM), for inactives: at the highest dose activity change, negative = inhibition, usual class: inhibitors. AID 504327, 2011. Histone acetyltransferase KAT2A (Homo sapiens), Q92830. GCN5L2 HAT assay, ThioGlo1 CoA-SH fluorescence. 390,000 tested, 0.21% active
Target sequence (Q92830 whole entry, looked up): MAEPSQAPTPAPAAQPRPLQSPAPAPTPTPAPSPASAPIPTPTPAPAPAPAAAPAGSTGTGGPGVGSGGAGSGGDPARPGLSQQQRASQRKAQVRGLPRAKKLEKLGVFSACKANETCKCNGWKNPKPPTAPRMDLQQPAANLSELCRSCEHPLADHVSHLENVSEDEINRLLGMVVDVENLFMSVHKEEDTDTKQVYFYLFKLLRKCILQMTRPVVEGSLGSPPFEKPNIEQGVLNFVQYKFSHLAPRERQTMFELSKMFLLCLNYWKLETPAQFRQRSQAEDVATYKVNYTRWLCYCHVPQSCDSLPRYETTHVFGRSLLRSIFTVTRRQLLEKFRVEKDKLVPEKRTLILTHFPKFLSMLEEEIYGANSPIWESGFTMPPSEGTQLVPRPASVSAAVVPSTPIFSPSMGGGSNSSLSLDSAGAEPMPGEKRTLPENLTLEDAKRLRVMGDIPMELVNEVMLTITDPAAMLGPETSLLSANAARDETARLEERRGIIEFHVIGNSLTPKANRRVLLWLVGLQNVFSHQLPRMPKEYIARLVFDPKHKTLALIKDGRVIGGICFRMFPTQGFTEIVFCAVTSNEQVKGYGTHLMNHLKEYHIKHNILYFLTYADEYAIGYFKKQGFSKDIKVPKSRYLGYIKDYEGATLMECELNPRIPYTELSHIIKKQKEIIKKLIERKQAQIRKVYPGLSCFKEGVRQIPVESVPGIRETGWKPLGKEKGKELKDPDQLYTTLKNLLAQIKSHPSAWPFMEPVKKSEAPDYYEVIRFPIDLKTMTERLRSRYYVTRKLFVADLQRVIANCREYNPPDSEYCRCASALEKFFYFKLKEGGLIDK
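Fluorescence readout, Ex340nm/Em540nm: ThioGlo1 (50uM final) reacts with free CoA thiol released as 20nM GCN5L2 acetylates H3(1-25) peptide (75uM) using acetyl-CoA (70uM). Compound and enzyme sat 15 min beforehand; 20 min room-temperature reaction.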
Starred values were filed as active, the others as inactive; u = inconclusive; x = no result given; & = joins results of further samples; [ ] = dose if it differs, or a comment. The call rests on the fitted dose curve; in most records, active means well fitted curve in the direction sought with a large enough effect; inconclusive means small, poorly fitted or top-dose-only effect, or another doubt; inactive means no such curve, though single readings can be large; an effect the other way counts as inactive or inconclusive. On the % scale 0 is the no-effect control and ±100 the full control effect; potency means the concentration at half of the fitted maximal effect. A portion of the library, so the mix of outcomes need not match the whole.

The line under a structure holds: TDP1 cell noCPT, DT40 TDP1 CPT, KAT2A inh
- Fc1ccc(NC(=S)NC23CN4CN(CN(C4)C2)C3)cc1
→ -18%, u, -6%
- COc1ccc(OCC(=O)Nc2ccc(C)c(S(=O)(=O)N(C)C)c2)cc1
→ -5%, 6%, -4%
- CCOC(=O)c1ccc(NCc2ccncc2)cc1
→ u, u, x
- C/C(N)=C(/C#N)C(=O)CSc1nnc(C)n1-c1ccccc1
→ 4%, 3%, -12%
- COc1ccc(C(CNC(=O)c2ccc(NS(=O)(=O)c3ccc(F)c(C)c3)cc2)N2CCCC2)cc1 (stereo unspecified)
→ u, -19%, x
- COc1cccc(-c2cc(C(=O)Nc3ccc(F)cc3)[nH]n2)c1
→ 16µM*, u, -5%
- Cc1ccc(NC(=O)Cc2csc(-c3ccccc3)n2)cc1F
→ u, 7%, -14%
- Cc1ccc(Cl)cc1N1CCN(C(=O)c2ccc3c(c2)N(Cc2ccccc2F)C(=O)c2ccccc2S3(=O)=O)CC1
→ u, -18%, -3%
- COc1ccc(N2CCN(C(=O)c3sc4ncn(CC(=O)N5CCCCC5C)c(=O)c4c3C)CC2)cc1 (stereo unspecified)
→ -24%, u, -16%
- O=C(N/N=C1\C/C(=N\NC(=O)c2ccncc2)c2ccccc21)c1ccncc1
→ u, u, -4%
- COc1ccc(F)cc1C(=O)C1CCCN(C(=O)CSc2ccccn2)C1 (stereo unspecified)
→ -17%, -5%, -11%
- Cc1ccc2nc(/C(C#N)=C\c3ccc(OC(=O)c4cccs4)cc3)[nH]c2c1
→ 6.5µM*, 15µM*, -2%
- COc1ccc(C(C)n2c(C)c3c(C)nnc(C)c3c2C)cc1 (stereo unspecified)
→ 23µM*, 15µM*, -3%&-3%
- Cc1cc2c(cc1C)-n1nnnc1C(N1CCN(c3ccccc3F)CC1)C(=O)N2 (stereo unspecified)
→ 18µM*, 18µM*, x
- C=C1CCN([C@@H](Cc2ccccc2)C(=O)NCCCc2ccccc2)S(=O)(=O)c2ccccc21
→ u, 23µM*, x
- CCCCn1nnnc1SCC(=O)N(CC)CC
→ -5%, -7%, -1%
- CCN(CC)c1ccc(C2C(C(=O)OCCOC)=C(C)NC3=C2C(=O)CC(C)(C)C3)cc1 (stereo unspecified)
→ -18%, -12%, -20%
- COc1cc2cnc(-c3ccccc3)cc2cc1OC
→ u, 18µM*, -3%
- c1ccc(CNc2cc(-c3ccoc3)ncn2)cc1
→ -8%, 0%, -17%
- CC(C)[C@H](N[C@@H](C)c1ccccc1)c1c(O)ccc2ccccc12
→ -13%, -18%, -16%
- COc1cc2ccccc2cc1C(=O)N1CCOCC1
→ 4%, -1%, -4%
- COc1ccc2oc(-c3ccccc3)c(C(=O)N3CCOCC3)c2c1
→ 13µM*, 16µM*, -22%
- O=C(NCCO)C1(c2ccc(Cl)cc2)CCCC1
→ -11%, 1%, -5%
- CCCCn1c(N)c(N(CCC(C)C)C(=O)C2CCN(C(=O)c3ccccc3C)CC2)c(=O)[nH]c1=O
→ -3%, -3%, 3%
- CN(C)CCCN(C(=O)c1ccc2c(c1)CCCC2)c1nc2ccc(F)cc2s1
→ 16µM*, 21µM*, -11%
- CCOc1ccc(NC(=O)COC(=O)c2ccc3c(c2)C(=O)N(CCc2ccccc2)C3=O)cc1
→ u, u, 0%
- O=c1c2ccccc2nc(-c2ccco2)n1/N=C/c1ccco1
→ u, u, -5%
- COc1cc2c(cc1/C=C1/NC(=O)N(c3ccccc3)C1=O)OCO2
→ -18%, -12%, -2%
- O=C(COC(=O)Cn1cnc2ccccc21)NCCCc1ccccc1
→ -1%, -23%, -17%
- CCCCN(CC)CCNC(=O)c1ccc2c(Cl)c3c(nc2c1)CCC3
→ 16µM*, u, -1%
- Cc1cc(Nc2ccc(Br)cc2F)n2ncnc2n1
→ -29%, u, 1%
- COc1cc(C)nc(N2CCCC(C(=O)Nc3cccc(Cl)c3C)C2)n1 (stereo unspecified)
→ u, 23µM*, -13%
- CCCN1C(=O)c2cc(C(=O)Nc3ccccc3C)ccc2C1Nc1ccccc1C (stereo unspecified)
→ u, u, -8%
- CCOc1cccc(-c2c(C(=O)N/N=C(\C)c3ccncc3)nnn2-c2nonc2N)c1
→ 7%, 0%, -4%
- COc1cccc(N(CC(=O)Nc2cccc(F)c2)S(C)(=O)=O)c1
→ u, -23%, 1%
- CCOC(=O)N1CCN(C(=O)C2CC(=O)N(c3ccc(OC)cc3)C2c2ccc(OC)cc2)CC1 (stereo unspecified)
→ -21%, -11%, 0%
- Cc1nn(-c2ccccc2)nc1CNC(=O)C1CC1
→ -11%, u, -6%
- COc1ccccc1NC(=O)CN1C(=O)NC2(CCCCCCC2)C1=O
→ -28%, 9%, -9%
- CCCNC(=O)c1cc(C2CCCCN2C(=O)c2ccc(C(C)C)cc2)on1 (stereo unspecified)
→ 10µM*, 21µM*, x
- CCn1c(CNC(=O)c2cccs2)nnc1SCC(=O)Nc1ccc(Cl)cc1
→ -19%, -2%, -3%
- Cc1ccc(NC(=C(C#N)C#N)c2ccccc2)cc1
→ 12µM*, u, x
- COCCn1cc(C(=O)NCc2cccs2)c2c3ccccc3n(C)c2c1=O
→ -24%, -28%, -10%
- Cc1cccc(NC(=O)CSc2nnc(Cn3cnc4ccccc43)o2)c1
→ -2%, -18%, -3%
- CCOC(=O)C1CCCN(C(=O)CN2CCN(Cc3ccc(Cl)cc3)C2=O)C1 (stereo unspecified)
→ -10%, -2%, -7%
- COc1ccc(/C=C/C(=O)c2ccc([N+](=O)[O-])o2)cc1OC
→ 1.2µM*, 0.58µM*, -3%
- COc1ccc2c(c1)O/C(=C\c1ccccc1C)C2=O
→ -19%, u, -2%
- O=C(C1CCC(Cn2c(=O)[nH]c3ccccc3c2=O)CC1)N1CCN(c2ccccc2)CC1 (stereo unspecified)
→ -28%, -13%, 0%
- O=C(NNC(=O)c1ccc2ccccc2c1)c1cccc(Cl)c1
→ -16%, -19%, x
- COc1ccc(-c2noc(C3CCCN(C(=O)c4ccccc4)C3)n2)cc1 (stereo unspecified)
→ u, u, -2%
- O=C(Nc1ccc2c(c1)OCO2)c1cc(-c2cccc(O)c2)on1
→ -20%, 1%, -3%
- Cc1cccc(-c2nc(NCCCN3CCOCC3)c3ccccc3n2)c1
→ u, 18µM*, -8%
- Cc1ccc(N(Cc2ccc(C(=O)NCC3CCCO3)cc2)S(C)(=O)=O)cc1C (stereo unspecified)
→ -8%, 9%, -2%
- Cc1ccc(Cn2ccc(=O)c(OCc3ccccc3)c2C)cc1
→ u, u, 5%
- Cc1cc(C)c(S(=O)(=O)c2ccccc2C(C)C)c(=O)[nH]1
→ 3%, 1%, -3%
- COc1ccc(OC)c(Nc2nc(C)nc3c2oc2ccccc23)c1
→ 21µM*, 23µM*, -27%
- CC(=O)c1cccc(NC(=O)CCNS(=O)(=O)c2cccc3nonc23)c1
→ -3%, u, -8%
- CSc1ccc(/C=C(\NC(=O)c2ccc(C)cc2)C(=O)Nc2cccc(C)c2)cc1
→ u, u, 39%[activator]
- Cc1cc(C)n(-c2ncnc3sc4c(c23)CCCC4)n1
→ -5%, 3%, -2%
- Cc1c(C(=O)OCC(=O)N2CCCC2=O)oc2ccccc12
→ 5%, 14%, -4%
- CCN(CC)C(=O)Cn1c(=O)n(Cc2ccc(C(=O)NCc3ccc(C)cc3)cc2)c(=O)c2ccccc21
→ -24%, u, -2%

New compounds follow:
The line under a structure holds: TDP1 cell noCPT, DT40 TDP1 CPT, KAT2A inh
- N#Cc1c(N2CCCC2)nc(N)c2c(N)nc(N3CCCC3)cc12
→ 18µM*, u, -22%
- COc1ccc(S(=O)(=O)N(CC(=O)N2CCOCC2)Cc2ccccc2)cc1
→ -7%, 2%, 0%
- Cc1nc2nc(NC(=O)c3ccco3)nn2c(C)c1Cl
→ 7%, -6%, -10%
- CCC(C)(C)n1nnnc1C(c1ccc2ncccc2c1)N1CCN(c2nc3ccccc3s2)CC1 (stereo unspecified)
→ u, 21µM*, -5%
- CC(=O)NC1C(Oc2ccc(C=O)cc2)OC(COC(C)=O)C(OC(C)=O)C1OC(C)=O (stereo unspecified)
→ 10%, -2%, -5%
- CCOC(=O)N(C)C[C@H]1OCc2cnnn2CCCC(=O)N([C@@H](C)CO)C[C@H]1C
→ -21%, 6%, x
- CCN(CC)S(=O)(=O)c1ccc(N/N=C/c2cc(OC)ccc2O)nc1
→ 6.5µM*, 5.8µM*, 0%
- Cc1cc2ccccn2c1C(=O)c1ccc(Cl)cc1
→ -24%, -28%, -18%
- Fc1ccc(-c2nnn3c2nc(NCc2ccccc2)c2ccccc23)cc1
→ u, -17%&8%, -8%&-5%
- CC(Sc1nnc(Cc2ccccc2)n1C)C(=O)NC1CC1 (stereo unspecified)
→ 12%, -8%, 3%
- CN(C)c1ccc(CNC(=O)CN2C(=O)C3CCCCN3c3ccc(C(=O)N4CCCC4)cc32)cc1 (stereo unspecified)
→ u, 23µM*, 1%
- CC(CCc1ccccc1)NS(=O)(=O)c1ccccc1Cl (stereo unspecified)
→ -28%, u, -2%
- Nc1cc(=O)[nH]c(=S)[nH]1
→ -14%, 1%, x
- O=C(Nc1c(C(=O)O)[nH]c2ccc(F)cc12)c1cccc(C(F)(F)F)c1
→ -3%, 1%, -1%
- O=C(Nc1ccc(Cl)c(C(F)(F)F)c1)C1CCCN(S(=O)(=O)c2cnc[nH]2)C1 (stereo unspecified)
→ u, u, 0%
- Cc1ccc(C(=O)Nc2ccccc2-c2ccccc2)o1
→ u, -22%, 2%
- NC(=O)c1c(NC(=O)CCCC(=O)O)sc2c1CCCCCC2
→ -36%, -8%, -3%
- CC(C)CCNC(=O)CSc1nc2ccccc2nc1Cc1ccc(Cl)cc1
→ 3%, 0%, 0%
- Cc1ccc(C(=O)O/N=C(\c2ccccc2)c2cccnc2)cc1
→ -9%, -5%, -10%
- Cc1ccc(NC(=O)N2CCN(c3nnc(C)c4c(C)n(-c5ccccc5)nc34)CC2)c(Cl)c1
→ -21%, -15%, -10%
- CCc1nc2ccc(C(=O)NCCCN(C)C)cn2c1N(C)CCCc1ccccc1
→ u, u, x
- O=C(COC(=O)CNS(=O)(=O)c1ccc(Br)cc1Cl)Nc1ccc(N2CCOCC2)cc1
→ -18%, 3%, -19%
- c1ccc2c(N3CCCCCC3)nc(CN3CCCCC3c3nccs3)nc2c1 (stereo unspecified)
→ u, -4%[9.04 µM], x
- Cc1cc(C)n2c(NC3CCCC3)c(-c3cccnc3)nc2n1
→ -15%, -8%, x
- O=C(Nc1ccc(F)cc1F)c1csc(-c2cccs2)n1
→ -7%, 3%, -9%
- O=P(O)(CCc1ccncc1)CN1CCCCC1
→ 0%, 11%, 1%
- Cc1[nH]c2c(F)cccc2c1CC(=O)NCCN1Cc2ccccc2OC(C)C1 (stereo unspecified)
→ -9%, -9%[9.04 µM], x
- COc1ccc(N2CC(C(=O)Nc3ccccc3N3CCCC3)CC2=O)c(OC)c1 (stereo unspecified)
→ 4.6µM*, 2.9µM*, -7%
- COc1ccc(-c2csc(NC(=O)C3CSC4(C)CCC(=O)N34)n2)cc1 (stereo unspecified)
→ 0%, -5%, -1%
- CC(CNC(=O)c1cc2ccccn2n1)c1ccccc1 (stereo unspecified)
→ -16%, -23%, -7%
- CCN1CCN(CC(=O)c2c[nH]c3ccc(C)cc23)CC1
→ u, -22%, 0%
- O=C(CN1CCN(c2ccccn2)CC1)Nc1ccc(OC(F)(F)F)cc1
→ 23µM*, -5%, -13%
